KDM5B inhibitor: inhibitors of human KDM5B histone demethylase. Q9UGL1. KDM5B demethylase, FDH-coupled NADH fluorescence (FDH is formaldehyde dehydrogenase). Potency, µM (series often up to 57.7 µM), without a hit: at the highest dose activity change, negative = inhibition, usual class: inhibitors. 220,000 tested, 2.6% active; active = well fitted inhibition curve with a large enough effect; inconclusive = small, poorly fitted or top-dose-only effect; inactive = no such curve, though single readings can be large or run the other way; note: 0% is about no effect; nearly all actives have a fitted effect of over 70% in size
Target sequence (Q9UGL1 whole entry, looked up): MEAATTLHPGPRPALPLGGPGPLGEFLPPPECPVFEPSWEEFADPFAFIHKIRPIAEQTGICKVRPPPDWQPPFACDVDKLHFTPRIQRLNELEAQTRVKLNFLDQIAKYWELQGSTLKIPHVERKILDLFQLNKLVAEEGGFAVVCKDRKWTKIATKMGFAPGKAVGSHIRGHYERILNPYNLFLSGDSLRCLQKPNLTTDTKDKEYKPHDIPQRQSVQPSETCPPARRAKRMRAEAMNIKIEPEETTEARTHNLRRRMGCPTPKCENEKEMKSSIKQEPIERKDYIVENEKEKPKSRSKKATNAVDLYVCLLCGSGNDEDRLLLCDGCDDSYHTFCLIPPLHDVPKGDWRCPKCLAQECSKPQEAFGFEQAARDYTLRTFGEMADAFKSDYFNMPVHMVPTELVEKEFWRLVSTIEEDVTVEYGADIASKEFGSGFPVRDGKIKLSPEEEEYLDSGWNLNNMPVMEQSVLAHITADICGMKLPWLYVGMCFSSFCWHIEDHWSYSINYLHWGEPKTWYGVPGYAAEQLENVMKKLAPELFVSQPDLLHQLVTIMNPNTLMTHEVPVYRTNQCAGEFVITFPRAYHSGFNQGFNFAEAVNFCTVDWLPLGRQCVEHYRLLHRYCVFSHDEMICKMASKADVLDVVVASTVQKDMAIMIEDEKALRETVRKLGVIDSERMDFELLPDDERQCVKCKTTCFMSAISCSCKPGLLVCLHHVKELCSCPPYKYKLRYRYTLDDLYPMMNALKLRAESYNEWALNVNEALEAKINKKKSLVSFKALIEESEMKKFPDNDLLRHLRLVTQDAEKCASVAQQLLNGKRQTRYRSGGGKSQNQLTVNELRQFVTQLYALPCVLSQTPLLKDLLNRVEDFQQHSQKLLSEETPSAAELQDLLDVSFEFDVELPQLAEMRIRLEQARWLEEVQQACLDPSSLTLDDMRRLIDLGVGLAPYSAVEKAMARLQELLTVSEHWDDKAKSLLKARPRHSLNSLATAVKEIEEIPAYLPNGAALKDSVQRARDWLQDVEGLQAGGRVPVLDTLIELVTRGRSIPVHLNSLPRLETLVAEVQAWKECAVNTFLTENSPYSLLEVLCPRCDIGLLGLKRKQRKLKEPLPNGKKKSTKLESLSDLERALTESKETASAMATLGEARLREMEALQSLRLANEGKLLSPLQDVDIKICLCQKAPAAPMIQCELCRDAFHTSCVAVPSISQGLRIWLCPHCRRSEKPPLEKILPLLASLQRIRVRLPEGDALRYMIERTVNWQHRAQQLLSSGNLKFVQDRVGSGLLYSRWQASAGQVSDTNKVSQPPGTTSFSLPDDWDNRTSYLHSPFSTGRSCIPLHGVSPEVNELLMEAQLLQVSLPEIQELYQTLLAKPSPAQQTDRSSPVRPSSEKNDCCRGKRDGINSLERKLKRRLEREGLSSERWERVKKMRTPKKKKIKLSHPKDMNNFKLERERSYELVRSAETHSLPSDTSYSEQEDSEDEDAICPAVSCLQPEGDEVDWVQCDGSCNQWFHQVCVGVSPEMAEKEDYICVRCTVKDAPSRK
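Compound dilutions met 200 nM (final) KDM5BΔAP for 10 min at room temperature before substrate addition. The substrate mix held 12.5 µM H3K4me3 with cofactors 25 µM α-ketoglutarate and 50 µM Fe²⁺. NADH signal gain over 30 min defined activity.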
Starred values were filed as active, the others as inactive; ? = inconclusive; [ ] = remark or other dose. Potency is the fitted concentration of half-maximal effect.

SMILES | KDM5B inhibitor
O=C(Cc1cccs1)Nc1c(NCC2CCCCC2)c2ccccc2oc1=O | -6%
CN1C(=O)C2(CCN([S+](=O)([O-])c3cccc(C(F)(F)F)c3)C2)c2ccccc21 (stereo not drawn) | -18%
O=C(c1ccccc1)N1CCCC(N2CCN(c3cccc(C(F)(F)F)c3)CC2)C1 (stereo not drawn) | -10%
COc1ccccc1N1C(=O)C2C(C(=O)c3ccccc3)=NN(c3ccccc3)C2C1=O (stereo not drawn) | -14%
CNC(=O)N1CCC(C2CCN(S(=O)(=O)C(C)C)C2)CC1 (stereo not drawn) | 11%
CCOc1ccc(-c2cc(CCCC(=O)NCCc3ccc(Cl)cc3)no2)cc1 | 2%
Cc1noc(C)c1-c1cc2c(c(-c3ccc([S+](C)(=O)[O-])cc3)c1)C(=O)N(C)C2 | ?
Cc1cc(C)c(NC(=O)CN2C(=O)CCn3nc(-c4cccn4C)cc32)c(C)c1 | ?
CCCN1CCN(CCCN2C(=O)c3ccccc3C2C(=O)NC2CCCCCC2)CC1 (stereo not drawn) | ?
CN(C)C(Cc1ccccc1)C(=O)c1cc2ccccc2o1 (stereo not drawn) | ?
O=C1CCN(S(=O)(=O)c2ccccc2)CCCN(C(=O)c2cccnc2)CCN1 | -7%
CN(Cc1cccc(Cl)c1Cl)C(C(=O)NC1CC1)c1ccc(F)cc1 (stereo not drawn) | -16%
CCC(C(=O)NCc1ccco1)N(C(=O)CNS(=O)(=O)c1ccccc1)c1ccc(F)cc1 (stereo not drawn) | 0%
COC(=O)CNC(=O)c1ccc(CNC(=O)OC(C)(C)C)cc1 | 24%
N#Cc1ccc(CN2CCC3(Cc4ccccc4NC3=O)C2)cc1 (stereo not drawn) | -14%[86.2 µM]
CCOc1cc(/C=C/C(=O)c2ccc(OCC(=O)O)c(OC)c2)cc(Cl)c1O | -11%
O=C(c1cccc2c1OCCO2)N1CCCn2nc(CO)cc2C1 | -15%
C/C(=N/Nc1ccccc1)c1ccc(Cl)s1 | -25%
O=C(CC1Sc2ccc(C(F)(F)F)cc2NC1=O)Nc1ccc(Cl)c(C(F)(F)F)c1 (stereo not drawn) | -13%
COc1cc(Cl)c(C)cc1NC(=O)CSc1nnc(C)n1-c1ccccc1 | -6%
CC1=C(C(=O)NC23CC4CC(CC(C4)C2)C3)C(c2cccnc2)NC(=O)N1 (stereo not drawn) | -9%
CC(=O)c1ccc(N2CCN(c3ccc(NC(=O)c4ccc(F)cc4)cc3C(=O)O)CC2)cc1 | -28%
Nc1nc(CN2CCN(c3cccc(C(F)(F)F)c3)CC2)nc(N2CCCc3ccccc32)n1 | ?
Cc1cccc(C)c1NC(=O)CS(=O)(=O)c1nc(-c2ccc(Cl)cc2)cn1-c1ccccc1 | -19%
CCNS(=O)(=O)c1cc(C(=O)NC(C)COC)ccc1OC (stereo not drawn) | -14%
COc1cccc(CNC(=O)Cn2c(=O)oc3cc(S(=O)(=O)N4CCC(C)CC4)ccc32)c1 | -18%
O=C(Nc1cccc(C(F)(F)F)c1)C1CCCN1c1ncnc2ccccc12 (stereo not drawn) | -23%
CCc1nc2nc(C)c(NS(=O)(=O)c3ccc(C(C)(C)C)cc3)c(=O)n2[nH]1 | 1%
O=C(Nc1ccc(Cl)c(C(F)(F)F)c1)C1CCN(S(=O)(=O)c2cccc3nonc23)CC1 | 11%
CC(C)c1ccc(NC(=O)[C@@H]2COCC(=O)N2Cc2ccccc2)cc1 | -8%
COc1ccc2nc(NC(=O)CCNC(=O)c3ccccc3Cl)sc2c1 | 19%
Cc1ccc(CNc2c(C)c(C)nc3nncn23)cc1 | ?
CCOC(=O)c1ccccc1NC(=O)N1CCN2CCCCC2C1 (stereo not drawn) | ?
COc1cccc(CNS(=O)(=O)c2cc(Br)cc3c2N(C(C)=O)C(C)C3)c1 (stereo not drawn) | -13%
Cc1ccc(CN2CCc3c(cc(C(=O)N4CCCN(C)CC4)n3C)C2)cc1 | -16%
O=C(c1cccnc1)N1CCN(c2cc(-c3ccccc3)[nH]n2)CC1 | 11%
CCC1=C(C(=O)OC)C(c2cccc(F)c2)N2C(CC(=O)NCC3CCCO3)=CSC2=N1 (stereo not drawn) | ?
COc1cccc(/C=C/C(=O)c2ccc(-c3ccccc3)cc2)c1 | 22%
CCCCCCSC1=C(C#N)C(c2ccc(CC)cc2)CC(=O)N1 (stereo not drawn) | -1%
O=C(OCc1ccccc1Cl)c1ccc(-c2nnn(Cc3ccc(F)cc3)n2)cc1 | 7%
COc1ccc(CN(C(=O)Cc2n[nH]c(=O)c3ccccc23)C2CC2)cc1 | 2%
CCC(C)Oc1nc2ccccc2nc1NS(=O)(=O)c1ccccc1 (stereo not drawn) | -27%
CCN(C(=O)COC(=O)c1n[nH]c2ccccc12)C1CCCCC1 | ?
O=S(=O)(c1ccc(-c2csc(-c3cccc(Cl)c3)n2)cc1)N1CCOCC1 | -1%
Cc1ccc(NC(=O)CSc2nnc3[nH]c(=O)cc(C)n23)cc1Cl | -7%
COc1cc(C(=O)/C=C/c2cc(Br)c(O)c(OC)c2)ccc1OCC(=O)O | -22%
COc1ccccc1-n1ccn2c(SCC(=O)N3CCN(c4ccccc4F)CC3)nnc2c1=O | 18%
CSCC(=O)Nc1nn(-c2ccc(F)cc2)c2cccc(N3CCOCC3)c12 | 25µM*
COC(=O)c1ccc2c(c1)nc1n2[C@@H](CNCc2ccncc2)COC1 | ?
COC(=O)[C@@H]1Cc2ncn(Cc3ccc(Cl)cc3)c2CN1S(=O)(=O)c1ccc(NC(C)=O)cc1 | -31%
COc1cc(OC)c(NC(=O)Cn2nc3n(c2=O)CCCC3)cc1Cl | 21%
O=S(=O)(c1cccs1)N1CC(c2noc(C3CCCN3CC3CC3)n2)C1 (stereo not drawn) | ?
Cc1onc(-c2c(F)cccc2Cl)c1C(=O)c1ccccc1 | -8%
CCCCN1CCc2nc(N3CCN(c4ncccn4)CC3)ncc2C1 | ?
CCOc1ccc(OCCSc2ccc(S(=O)(=O)N3CCN(C)CC3)cn2)cc1 | -1%
COCCN(CCOC)C(=O)c1cccc2c(=O)c(C)c(-c3ccccc3)oc12 | 11%
O=C(CCc1ncc(-c2ccccc2Cl)o1)NCC1(N2CCCCC2)CCCCC1 | 14%
Cc1cc(Nc2cccc(O)c2)c2cccc(Br)c2n1 | ?
CC(=O)N1C[C@H](NS(=O)(=O)c2ccc(C)c(Cl)c2)[C@@H](C2CC2)C1 | 24%
Cc1cc(=O)n(Cc2cccc(Cl)c2)c2c1c(C)nn2-c1ccccc1 | -9%

Further entries follow:
SMILES | KDM5B inhibitor
CCS(=O)(=O)Nc1ccc(C)n(CC(=O)NCc2cc(F)ccc2F)c1=O | -3%
COc1cc(NC(=O)c2cc3ccccc3o2)ccc1NC(=O)c1ccccc1Cl | ?
C=C(C)Cn1c(SCC(=O)c2ccccc2)nc2sc3c(c2c1=O)CCCC3 | 5%
CCc1cc(Nc2ccc(OC)cc2OC)n2ncnc2n1 | 6%
O=C(CCC1CCCCC1)Nc1ccc(F)cc1 | 9%
CCCNC(=O)C(=O)c1c(-c2ccccc2)n(C)c2ccccc12 | 9%
C=CCn1c(SC(C)C(=O)OC)nc2c1c(=O)[nH]c(=O)n2C (stereo not drawn) | -16%
Cc1cccc(Cn2c(NCCCO)nc3c2c(=O)n(C)c(=O)n3C)c1 | 3%
Cc1ccc(OCc2nc(C3CCN(C(=O)c4ccco4)CC3)no2)cc1 | -13%
COc1ccc(Nc2ncc3c(n2)CC(c2ccc(C)cc2)CC3=O)cc1 (stereo not drawn) | -12%
CCN(C(=O)CN(C)S(=O)(=O)c1cc2c(cc1C)NC(=O)C(C)O2)c1ccc(OC)cc1 (stereo not drawn) | 5%
CC(C)Cc1cc(C(=O)N2CCN(c3ccccc3)CC2)no1 | -10%
COc1ccccc1N1CCN(C(c2ccccc2)c2nnc(-c3ccccc3Cl)o2)CC1 (stereo not drawn) | -29%
CSc1ccc(/C=C(/C#N)C(=O)c2c(C)[nH]c3ccccc23)cc1 | ?
COC1C(=O)N(CC2CC2)C12CCN(S(=O)(=O)Cc1ccccc1)CC2 (stereo not drawn) | 18%
COc1ccc(CCNC(=O)c2c(O)nc3cc(C)ccn3c2=O)cc1OC | -23%
Cc1ccccc1Cn1nc(C)c(NC(=O)Nc2cccc(F)c2)c1C | 0%
c1ccc(CCn2cnc3cccnc32)cc1 | 9%[115 µM]
Cc1nc(C)c(C(=O)N2CCCCCCNC(=O)[C@@H]3CCC[C@@H]32)s1 | -31%
COCc1ccc2c(c1)c(OC(C)(C)C(=O)NCC1CCOCC1)nn2CCC(C)C | 35µM*
Cc1ccc(NS(=O)(=O)c2ccc(N/N=C/c3ccccc3)c([N+](=O)[O-])c2)c(C)c1 | -22%
COc1ccc(Cl)cc1C(=O)N1CCC(Oc2nccnc2N(C)C)C1 (stereo not drawn) | 3%
Cc1cc(CNC(=O)Cc2ccc(-n3cnnn3)cc2)c2[nH]c(C)c(C)c2c1 | -22%
C[S+](=O)([O-])N1CCC2(CC1)CC(Cc1ccccc1)=NO2 | 5%[149 µM]

22 entries from above, in markdown:
| SMILES | KDM5B inhibitor |
| --- | --- |
| Cc1cc(=O)n(Cc2cccc(Cl)c2)c2c1c(C)nn2-c1ccccc1 | -9% |
| CCS(=O)(=O)Nc1ccc(C)n(CC(=O)NCc2cc(F)ccc2F)c1=O | -3% |
| COc1cc(NC(=O)c2cc3ccccc3o2)ccc1NC(=O)c1ccccc1Cl | ? |
| C=C(C)Cn1c(SCC(=O)c2ccccc2)nc2sc3c(c2c1=O)CCCC3 | 5% |
| CCc1cc(Nc2ccc(OC)cc2OC)n2ncnc2n1 | 6% |
| O=C(CCC1CCCCC1)Nc1ccc(F)cc1 | 9% |
| CCCNC(=O)C(=O)c1c(-c2ccccc2)n(C)c2ccccc12 | 9% |
| C=CCn1c(SC(C)C(=O)OC)nc2c1c(=O)[nH]c(=O)n2C (stereo not drawn) | -16% |
| Cc1cccc(Cn2c(NCCCO)nc3c2c(=O)n(C)c(=O)n3C)c1 | 3% |
| Cc1ccc(OCc2nc(C3CCN(C(=O)c4ccco4)CC3)no2)cc1 | -13% |
| COc1ccc(Nc2ncc3c(n2)CC(c2ccc(C)cc2)CC3=O)cc1 (stereo not drawn) | -12% |
| CCN(C(=O)CN(C)S(=O)(=O)c1cc2c(cc1C)NC(=O)C(C)O2)c1ccc(OC)cc1 (stereo not drawn) | 5% |
| CC(C)Cc1cc(C(=O)N2CCN(c3ccccc3)CC2)no1 | -10% |
| COc1ccccc1N1CCN(C(c2ccccc2)c2nnc(-c3ccccc3Cl)o2)CC1 (stereo not drawn) | -29% |
| CSc1ccc(/C=C(/C#N)C(=O)c2c(C)[nH]c3ccccc23)cc1 | ? |
| COC1C(=O)N(CC2CC2)C12CCN(S(=O)(=O)Cc1ccccc1)CC2 (stereo not drawn) | 18% |
| COc1ccc(CCNC(=O)c2c(O)nc3cc(C)ccn3c2=O)cc1OC | -23% |
| Cc1ccccc1Cn1nc(C)c(NC(=O)Nc2cccc(F)c2)c1C | 0% |
| c1ccc(CCn2cnc3cccnc32)cc1 | 9%[115 µM] |
| Cc1nc(C)c(C(=O)N2CCCCCCNC(=O)[C@@H]3CCC[C@@H]32)s1 | -31% |
| COCc1ccc2c(c1)c(OC(C)(C)C(=O)NCC1CCOCC1)nn2CCC(C)C | 35µM* |
| Cc1ccc(NS(=O)(=O)c2ccc(N/N=C/c3ccccc3)c([N+](=O)[O-])c2)c(C)c1 | -22% |

Another view of some results above:
| Compound | KDM5B inhibitor |
| --- | --- |
| C[S+](=O)([O-])N1CCC2(CC1)CC(Cc1ccccc1)=NO2 | 5%[149 µM] |
| Cc1ccc(NS(=O)(=O)c2ccc(N/N=C/c3ccccc3)c([N+](=O)[O-])c2)c(C)c1 | -22% |

Following part:
SMILES | KDM5B inhibitor
CCCn1c(=S)[nH]c2cc(Cl)ccc21 | -6%
NC(=O)[C@@H]1CN(C(=O)Cc2ccccc2F)C[C@H]1COc1ccccc1 | -3%
CCC(C)Cc1nc(N)c(C#N)c(-c2ccccc2)c1C (stereo not drawn) | -11%
COc1cccc(CC(=O)N2CCN(C(=O)c3nnn4c3COC(c3ccc(Cl)cc3)C4)CC2)c1 (stereo not drawn) | -13%
CCOc1ccc(CCNC(=O)CCCc2nnc3n(CC(C)C)c(=O)c4sccc4n23)cc1 | -12%
CCOC(=O)N1CCN(Cc2cccc(OCC(O)CN3CCOCC3)c2)CC1 (stereo not drawn) | 10%
COC(=O)c1sc2cccc(F)c2c1S(=O)(=O)N1CCN(c2ccc(C)cc2C)CC1 | -4%
CCOc1ccc(C(=O)NC(C(=O)NCC2CCCO2)C(C)C)cc1 (stereo not drawn) | 46%[activator]
CN1CCC(NC(=O)c2n[nH]c3c2CN(C(=O)c2cccc(F)c2)CC3)CC1 | 18%
FC(F)(F)CN1C2CCC1CN(c1ccc(-c3ccccc3)nn1)C2 | 9%[115 µM]
O=C(c1ccccc1)N1CCN(S(=O)(=O)c2ccccc2)CC1 | 7%
COc1ccc(-c2nc(-c3ccccc3)nc3c2CN(C(=O)c2ccccc2C)CC3)cc1 | -9%
COc1cc(/C=N/O)c(Br)cc1OC(C)C | 18%
COc1ccc2nc(N(Cc3cccnc3)C(=O)c3ccc4c(c3)OCCO4)sc2c1 | ?
CC(C)C(=O)N/N=C/c1ccco1 | -10%

Bioassay records from PubChem BioAssay.

These rows are one share of the data. The share of hits here may be higher or lower than overall.
